# SRC2 TRFRET art – counter-screen for PPARgamma SRC-2 recruitment agonists: TR-FRET artefact; stronger effect = higher value; TR-FRET ratio at 8 µM; 0.4% of 200,000 active; in the data active = TR-FRET ratio above about 2000; note: inactives centre near 1500
# PPARg SRC-3 ag – agonists of human PPARgamma SRC-3 coactivator recruitment; P37231; biochemical PPARgamma/SRC-3 coactivator recruitment assay; activation, % at 8 µM; 0.26% of 200,000 active; AID 731; in the data active = activation above about 23%;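 note: 0% = DMSO and 100% = reference agonist; some compounds past the cut are filed as inactive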
# Target sequence (P37231 whole entry, looked up): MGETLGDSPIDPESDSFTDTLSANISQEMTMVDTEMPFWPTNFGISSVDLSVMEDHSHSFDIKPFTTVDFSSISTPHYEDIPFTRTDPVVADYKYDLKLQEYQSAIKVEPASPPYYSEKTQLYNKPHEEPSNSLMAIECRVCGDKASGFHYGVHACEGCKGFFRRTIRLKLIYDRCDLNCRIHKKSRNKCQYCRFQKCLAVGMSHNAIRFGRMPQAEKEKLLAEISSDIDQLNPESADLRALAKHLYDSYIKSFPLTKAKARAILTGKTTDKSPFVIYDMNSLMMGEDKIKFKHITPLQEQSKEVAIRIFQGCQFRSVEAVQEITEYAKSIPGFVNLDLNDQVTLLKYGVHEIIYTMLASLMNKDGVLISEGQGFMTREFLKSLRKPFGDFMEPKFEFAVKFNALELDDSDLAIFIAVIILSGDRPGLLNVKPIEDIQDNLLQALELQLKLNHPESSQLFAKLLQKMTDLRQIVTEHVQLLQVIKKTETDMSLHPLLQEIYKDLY
# G6PDH CS – inhibits Leuconostoc G6PDH, flagging false hits in G6PDH-based assays; Purified L. mesenteroides G6PDH, diaphorase/resazurin coupled fluorescence, 45 min; inhibition, % at 5 µM; 0.12% of 200,000 active; AID 1020; in the data active = inhibition above about 50%
# PMI act satM6P – increases human PMI activity with near-saturating mannose 6-phosphate | coupled PMI enzyme assay, resazurin fluorescence, 20 min; stronger effect = higher value; 1 = untreated enzyme, 0 = substrate-free blank | activation factor at 20 µM | 0.34% of 190,000 active;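 active = activation factor of 2 or more at 20 µM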
# Target sequence (P34949 whole entry, looked up): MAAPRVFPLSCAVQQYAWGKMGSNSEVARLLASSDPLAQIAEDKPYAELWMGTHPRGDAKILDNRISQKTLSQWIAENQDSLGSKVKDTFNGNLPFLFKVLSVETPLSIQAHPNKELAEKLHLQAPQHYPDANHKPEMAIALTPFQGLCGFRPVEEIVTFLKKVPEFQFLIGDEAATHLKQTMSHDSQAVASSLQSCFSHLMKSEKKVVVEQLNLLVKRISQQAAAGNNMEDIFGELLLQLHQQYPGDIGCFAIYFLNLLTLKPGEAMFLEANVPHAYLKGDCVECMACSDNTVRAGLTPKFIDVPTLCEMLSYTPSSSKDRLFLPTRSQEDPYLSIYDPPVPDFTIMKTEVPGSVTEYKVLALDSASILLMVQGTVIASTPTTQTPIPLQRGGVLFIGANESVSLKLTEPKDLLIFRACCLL
#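 Test system – human PMI in coupled enzyme assay · Timing – 20 min incubation at room temperature · Detection – Diaphorase-driven resazurin-to-resorufin fluorescence, excitation 544, emission 590 nm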
# S1P3 antagonist – antagonists of human S1P3 receptor; AID 485; Q99500; 0.27% of 170,000 active; CHO S1P3 NFAT-BLA reporter, FRET fluorescence, antagonist mode; inhibition, % at 4.98 µM;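 active = inhibition above the plate cutoff, the mean inhibition of test wells on that plate plus 3 SD, cut at about 28% in these data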;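 note: cells challenged with S1P at its EC80 of 0.8 µM; blue over green emission ratio from cleaved BLA substrate after 4 h stimulation; 0% = S1P-stimulated wells and 100% = unstimulated DMSO-only wells; some compounds past the cut are filed as inactive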
# Diaph act CS – diaphorase activation or chemical reduction counter-screen | Diaphorase/resazurin coupled assay, resorufin fluorescence, 16 min; stronger effect = higher value; 1 = vehicle wells, 0 = NADH-free wells | activation factor at 20 µM | 0.005% of 190,000 active | AID 1229;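 active = diaphorase activity raised at least twofold by the compound at 20 µM; inactive = activation factor below 2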
#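 Assay system: Purified diaphorase enzyme from Clostridium kluyveri | Amount: Enzyme 0.07 U/mL final | Dosing: Compound 20 µM once, DMSO 1% | Timing: 16 min reaction at room temperature | Detection: Fluorescence, excitation 544 nm and emission 590 nm | Evaluation: Higher resorufin formation from activation or reduction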
# ROMK mod – human ROMK K+ channel modulation, primary screen. P48048. Tet-inducible ROMK, thallium flux fluorescence; actives lie on both sides. B-score at 10 µM. 2% of 130,000 active. AID 1918;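 active = signal ratio slope over the read window, or its plate-corrected B-score, at least 3 SD from the plate mean, either direction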;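 note: B-score of the F/F0 ratio slope over 7 to 12 s after thallium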
# PPARg SRC-2 ag – agonists of SRC-2 recruitment by human PPARgamma. P37231. PPARgamma LBD-SRC-2 recruitment, biochemical. activation, % at 8 µM. 0.34% of 200,000 active. AID 1032; in the data active = activation above about 22%;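 note: 0% = vehicle and 100% = reference agonist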
# PPARg SRC-1 ag – PPARgamma-driven SRC-1 recruitment agonism; activation, % at 8 µM; P37231; PPARgamma-SRC-1 coactivator recruitment biochemical assay; 0.41% of 200,000 active; in the data active = activation above about 19%;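 note: 0% = DMSO and 100% = reference agonist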
# PMI activator – phosphomannose isomerase (human) activation; P34949; purified human PMI, coupled resazurin fluorescence, 20 min; stronger effect = higher value; 1 = vehicle control, 0 substrate-free wells; AID 1214; 0.005% of 190,000 active; activation factor at 20 µM;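 active = activation factor of 2 or more at 20 µM, relative to plate controls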
# Diaph inh CS – counter-screen for diaphorase-based assays: diaphorase inhibitors and chemical oxidizers | diaphorase resazurin-to-resorufin fluorescence, NADH, 16 min; bacterial (C. kluyveri) enzyme, not human | AID 1217 | inhibition, % at 20 µM | 0.69% of 190,000 active;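 active = primary screen inhibition at 20 µM above a set limit, cut at about 50% in these data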;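 note: plate controls were DMSO with full reaction for no effect and wells lacking NADH for full effect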
#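 material = Clostridium kluyveri diaphorase enzyme | amount = 0.14 U/mL diaphorase, enzyme working solution | schedule = incubation 16 min, room temperature | detection = fluorescence of resorufin formed from resazurin, Ex 544/Em 590 nm | benchmarks = positive control minus NADH, DMSO neutral control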
# * = called active by the depositor; . = not tested or not shown.
# Under each structure: Diaph inh CS	ROMK mod	PMI activator	PPARg SRC-3 ag	S1P3 antagonist	PPARg SRC-2 ag	PMI act satM6P	PPARg SRC-1 ag	SRC2 TRFRET art	G6PDH CS	Diaph act CS
CC(C)c1ccc(CC(NC(=O)c2ccccc2)C(=O)NCC(=O)O)cc1 (centres undefined)
  8	-0.089	1.1	-4	4	-4	1	1	1468	10	0.9
C=CCOc1ccc(CNc2ccc3[nH]c(=O)[nH]c3c2)cc1
  .	-0.37	.	8	-10	3	.	15	1619	18	.
C/C(=N\NC(=O)CSCc1ccc([N+](=O)[O-])cc1)c1ccccc1O
  6	-0.57	1.1	6	-1	14	1.2	0	1741	-2	0.9
COc1c(C(=O)Nc2c(C)n(C)n(-c3ccccc3)c2=O)ccc2ccccc12
  11	.	0.9	1	6	2	0.9	-4	1464	-3	0.9
CCn1c(-c2sc(-c3ccccc3)nc2C)n[nH]c1=S
  11	0.38	1	6	-25	6	1	5	1623	1	0.9
O=C(CSc1nnnn1C1CCCCC1)N1CCc2ccccc21
  5	.	0.9	1	-32	9	1	4	1639	3	0.9
COCCNC(=O)C(=O)Nc1cccc(Br)c1
  23	-0.0053	0.9	-2	.	6	0.9	3	1523	4	0.8
CN1CCc2nc3sc(C(=O)NCc4ccccc4)c(N)c3cc2C1
  8	-0.92	1.3	16	6	24*	1.2	13	1733	3	0.9
Cc1ccc(OCC(=O)NC(=S)Nc2cccc(NC(=O)c3ccccc3)c2)cc1
  7	0.14	0.9	0	12	-2	1	-1	1521	11	0.9
CCc1nnc(NC(=O)c2ccc3c(c2)C(=O)N(CC(C)C)C3=O)s1
  -1	.	1.2	1	.	-2	1.2	6	1555	6	1
CC(C)N(C(=S)Nc1cc(S(=O)(=O)N2CCOCC2)ccc1Cl)c1ccccc1
  17	0.95	0.8	-4	-5	1	0.9	0	1543	4	0.8
COc1cccc(CNc2ncn[nH]2)c1OCc1ccc(F)cc1
  0	.	1	4	4	-1	1	-2	1430	-4	1
CCn1c(SCC(=O)Nc2ccccc2)nnc1C1CCCCC1
  -7	.	1.1	4	.	3	1	-5	1401	3	1.1
O=C1C(C=NCc2ccco2)=C(O)c2ccccc21
  24	.	1	-6	-1	1	0.9	-2	1533	6	0.8
O=C(Nc1cccc(NC(=O)c2ccccc2[N+](=O)[O-])n1)c1ccccc1[N+](=O)[O-]
  18	.	0.9	-6	.	4	0.9	-1	1438	4	0.8
Clc1ccsc1-c1csc(-c2cccnc2)n1
  7	-0.092	1	6	.	7	1	4	1578	1	0.9
Oc1ccc(N=Cc2sc3ccccc3c2Cl)cc1
  33	0.33	0.7	5	-8	10	0.5	1	1639	5	0.7
CCCc1cc(=O)[nH]c(SCC(=O)c2cc(C)n(CCC)c2C)n1
  1	.	1	6	.	7	1	3	1566	11	1
COc1ccc(NC(=O)c2ccc3ccccc3n2)cc1S(=O)(=O)Nc1ccccc1Cl
  27	.	0.9	5	-11	1	1	-4	1601	-32	0.7
CCCCn1c(=N)n(CCOc2ccc(C)cc2)c2ccccc21
  0	-3.5*	1.1	5	12	2	1.1	7	1505	1	1
CC1CC(C)CN(c2oc(-c3ccco3)nc2C#N)C1 (centres undefined)
  -3	.	1	4	12	-10	1	-10	1576	-1	1
Cc1cc(NC(=O)c2ccc(S(=O)(=O)N(C)CC3CCCO3)cc2)no1 (centres undefined)
  16	-0.96	1.1	0	-24	5	1.2	4	1458	9	0.8
COc1ccnc(Oc2ccccc2)c1-c1ncn[nH]1
  15	.	0.9	6	-2	-2	1	-1	1451	9	0.9
CCNC(=O)C12CCC(C)(C(=O)C1Br)C2(C)C (centres undefined)
  5	.	0.9	-5	-1	5	1	6	1700	20	0.9
Cc1nnc(SCC(=O)Nc2cccc(C(F)(F)F)c2)[nH]c1=O
  16	0.061	1	8	3	1	1	-8	1575	4	0.8
COc1ccc(Br)cc1C1NC(=O)NC(C)=C1C(=O)N(C)C (centres undefined)
  5	0.83	1	-1	.	0	1.1	-6	1345	3	1
COCCNC(=S)N1CCC(C(=O)c2ccc3c(c2)OCCO3)CC1
  0	-0.68	1.1	6	-11	11	1.1	9	1636	5	1
Cc1cn(C2OC(COC(=O)c3ccccc3)C(O)C2Cl)c(=O)[nH]c1=O (centres undefined)
  -1	-0.28	1.1	-4	-4	-2	1	-3	1666	-1	1
COc1ccc(/C=N/Nc2cc(C)nc(-n3nc(C)cc3C)n2)cc1
  2	.	0.9	1	4	-3	1	1	1584	3	1
COc1ccc(Cc2nnc(NC(=O)c3ccco3)s2)cc1OC
  11	0.1	1	-4	-13	10	1	12	1506	2	0.9
CC(C)=C1Cc2ccccc2C1=O
  12	-0.4	1	6	0	10	0.9	9	1504	1	0.9
CN(Cc1cccc(C(F)(F)F)c1)Cc1nc(-c2cnccn2)no1
  1	1.4	0.9	-2	2	-3	0.9	13	1558	12	1
CCC1CCCCN1C(=O)c1cc(-c2ccc(Cl)c(Cl)c2)on1 (centres undefined)
  20	0.014	0.9	0	19	9	0.8	4	1522	7	0.8
CCOc1ccc(NS(=O)(=O)c2ccc(N)cc2)cc1
  20	.	0.9	-1	.	-3	1	3	1393	-2	0.8
COc1cccc(-c2nc(NCC3CCCO3)c3ccccc3n2)c1O (centres undefined)
  20	1.8	1	5	.	10	1	11	1655	2	0.8
COc1cccc(C2=NNC(=NCc3ccccc3)SC2)c1
  8	0.088	0.9	4	11	5	1.1	4	1504	6	0.9
Cc1ccc(NC(=O)C(C)NS(=O)(=O)c2ccc(F)cc2)cc1C (centres undefined)
  5	-0.12	1	3	3	9	1	7	1639	15	0.9
COCCCNC(=O)/C=C1\Sc2ccccc2N(Cc2ccccc2F)C1=O
  18	-0.6	0.9	-1	-11	-6	0.9	-6	1424	2	0.8
CC(=O)CC1(O)C(=O)N(CN2CCN(c3ccccc3)CC2)c2ccccc21 (centres undefined)
  6	.	0.9	-2	-11	9	0.9	7	1623	-2	0.9
CCN(CC)C(=O)CSc1nnc(-c2cc(OC)cc(OC)c2)o1
  17	.	0.8	4	5	1	0.9	0	1459	0	0.8
CCN(C(=O)COC(=O)/C=C/c1c(C)nn(Cc2ccc(C)cc2)c1C)C1CCS(=O)(=O)C1 (centres undefined)
  3	0.24	1	4	-8	-4	1	4	1593	7	1
O=C1c2ccccc2C(=O)c2c1ccc1c(=O)n(-c3ccccc3)[nH]c21
  16	0	0.9	2	-15	6	0.7	10	1455	32	0.8
COc1cc(C)nc(Oc2ccc(OCc3ccccc3)nn2)n1
  0	0.92	1.1	5	.	13	1.1	6	1622	3	1
Nc1nc(-c2ccc(Cl)cc2)c(S(=O)(=O)c2ccccc2)s1
  6	0.22	1	3	6	-1	1	5	1530	6	0.9
Cc1ccc(NC(=O)Cn2c([N+](=O)[O-])cnc2C)cc1
  .	-0.67	.	-2	-6	3	.	5	1643	9	.
Cc1ccc2[nH]c(=O)c(COC(=O)C3CCCO3)cc2c1 (centres undefined)
  20	.	0.9	1	11	-6	0.9	0	1510	4	0.8
COc1ccc(CCNC(=O)COc2ccc(S(=O)(=O)NC(C)C)cc2Cl)cc1OC
  33	.	0.8	-5	.	-4	0.8	-3	1390	-9	0.7
COC(=O)C1=C(C)NC(C)=C(C(=O)OC)C1/C=C/c1ccccc1
  16	.	0.9	-14	.	-5	0.9	-4	1472	-13	0.8
COC(=O)C1=C(C)N2C(=O)CSC2=NC1c1ccc2c(c1)OCO2 (centres undefined)
  8	.	1.1	.	-1	.	1.1	.	.	5	0.9
N#C/C(=C/c1ccc([N+](=O)[O-])cc1)C(=O)Nc1ccccc1O
  11	-1.5	0.9	6	9	6	0.8	6	1600	5	0.9

# Gathered by group, the entries above containing an NH in an aromatic ring
# Under each structure: Diaph inh CS	ROMK mod	PMI activator	PPARg SRC-3 ag	S1P3 antagonist	PPARg SRC-2 ag	PMI act satM6P	PPARg SRC-1 ag	SRC2 TRFRET art	G6PDH CS	Diaph act CS
C=CCOc1ccc(CNc2ccc3[nH]c(=O)[nH]c3c2)cc1
  .	-0.37	.	8	-10	3	.	15	1619	18	.
CCn1c(-c2sc(-c3ccccc3)nc2C)n[nH]c1=S
  11	0.38	1	6	-25	6	1	5	1623	1	0.9
COc1cccc(CNc2ncn[nH]2)c1OCc1ccc(F)cc1
  0	.	1	4	4	-1	1	-2	1430	-4	1
CCCc1cc(=O)[nH]c(SCC(=O)c2cc(C)n(CCC)c2C)n1
  1	.	1	6	.	7	1	3	1566	11	1
COc1ccnc(Oc2ccccc2)c1-c1ncn[nH]1
  15	.	0.9	6	-2	-2	1	-1	1451	9	0.9
Cc1nnc(SCC(=O)Nc2cccc(C(F)(F)F)c2)[nH]c1=O
  16	0.061	1	8	3	1	1	-8	1575	4	0.8
Cc1cn(C2OC(COC(=O)c3ccccc3)C(O)C2Cl)c(=O)[nH]c1=O (centres undefined)
  -1	-0.28	1.1	-4	-4	-2	1	-3	1666	-1	1
O=C1c2ccccc2C(=O)c2c1ccc1c(=O)n(-c3ccccc3)[nH]c21
  16	0	0.9	2	-15	6	0.7	10	1455	32	0.8
Cc1ccc2[nH]c(=O)c(COC(=O)C3CCCO3)cc2c1 (centres undefined)
  20	.	0.9	1	11	-6	0.9	0	1510	4	0.8
